Tat export inh = blocks Tat-dependent protein export in E. coli. E. coli MC4100 TorA-mCherry Tat export, fluorescence. inhibition, % at 10 µM. actives 0.036% (n = 340,000). AID 488895;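 active = mean replicate inhibition at least 50% and at least half of replicates individually reaching 50%; inconclusive = only one of the two criteria met; inactive = neither criterion met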;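 also: exported cargo escapes ClpAP degradation while cytoplasmic cargo is degraded and loses fluorescence; 0% = median of neutral control wells and 100% = median of NaSCN control wells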
RTF Ca sens act = cardiac RTF calcium sensitization; P19429+P45379; IANBD-labeled TnC RTF fluorescence at EC20 calcium; 0% EC20 calcium, 100% full calcium; activation, % at 7.2 µM; actives 0.24% (n = 340,000); AID 493008;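 active = activation above the mean over all tested compounds plus 3 SD, cut at about 30% in these data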;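 also: rise in fluorescence read as greater calcium sensitivity of cardiac thin filaments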
MITF act = increases MITF-driven TRPM1 promoter luciferase signal | AID 588334 | activation, % at 12.5 µM | actives 0.75% (n = 300,000) | SK-MEL-5 TRPM1-promoter luciferase, 24 h; % of positive control, neutral wells = 0;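 active = mean activation of at least 80% with every replicate also reaching 80%; inconclusive = mean reaches 80% but some replicate falls short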;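 also: 0% = neutral control wells and 100% = parthenolide positive control wells; values of inactives mirror those of a sister screen read the other way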
Rtt109 HAT inh = inhibitors of Candida albicans Rtt109/Vps75 histone acetyltransferase | Q5AAJ8 | purified Rtt109/Vps75, ThioGlo CoA-SH fluorescence, 4 h | inhibition, % at 34.9 µM | actives 0.16% (n = 330,000);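 active = inhibition of at least 50% in every replicate; inconclusive = best replicate reaches 50% inhibition but some replicates fall short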
Target sequence (Q5AAJ8 whole entry, looked up): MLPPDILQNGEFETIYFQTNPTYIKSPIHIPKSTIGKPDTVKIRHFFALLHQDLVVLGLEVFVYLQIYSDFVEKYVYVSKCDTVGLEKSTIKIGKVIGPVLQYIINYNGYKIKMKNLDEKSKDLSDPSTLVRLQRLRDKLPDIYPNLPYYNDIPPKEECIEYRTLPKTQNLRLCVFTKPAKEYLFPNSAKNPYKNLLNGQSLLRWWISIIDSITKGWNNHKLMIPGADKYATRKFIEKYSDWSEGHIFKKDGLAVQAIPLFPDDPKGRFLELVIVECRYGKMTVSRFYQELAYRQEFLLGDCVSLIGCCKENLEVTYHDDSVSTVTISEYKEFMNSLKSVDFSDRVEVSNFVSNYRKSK
CAL PDZ FP-1 = human CAL PDZ-peptide interaction inhibition; purified CAL PDZ, TMR-peptide fluorescence polarization, 1 h; inhibition, % at 20 µM; actives 0.02% (n = 330,000); AID 504414;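 active = highest replicate inhibition of at least 40%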;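 also: plate controls were DMSO neutral control wells for no effect and unlabeled competitor peptide control wells for full effect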
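material = purified tagged CAL PDZ domain construct (CerCALP) | buffer or medium = sodium phosphate/NaCl buffer pH 7.4 with TCEP, IgG, Thesit | reagent = TMR-labelled reporter peptide T*-PRC34 bound in PDZ groove | incubation = 1 h room-temperature incubation prior to read | measured by = fluorescence polarization (mP) | evaluation = percent inhibition from loss of millipolarization | control set = unlabelled peptide and DMSO controls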
CAL PDZ FP-2 = CAL PDZ (human) peptide binding inhibition; Q9HD26; purified CAL PDZ, TMR-peptide fluorescence polarization, 1 h; inhibition, % at 24.9 µM; actives 0.92% (n = 300,000); AID 602252;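 active = mean inhibition of at least 30% with at least half of replicates also reaching 30%; inconclusive = no clear call, values can overlap the other calls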;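 also: 0% = DMSO neutral control and 100% = excess unlabeled competitor peptide PRC23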
dFosB activator = activators of mouse delta FosB homodimer. P13346. purified delta FosB, TAMRA-CDK5 oligo fluorescence polarization; percent of positive-control signal above neutral wells. activation, % at 25 µM. actives 0.99% (n = 340,000);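 active = mean activation above about 17%, with every replicate also reaching it, limit read from the data, passing the limit was not always enough; inconclusive = only one of the two conditions met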;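 also: fluorescence polarization rise as delta FosB binds a TAMRA Cdk5 AP-1 oligo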
Target sequence (P13346 whole entry, looked up): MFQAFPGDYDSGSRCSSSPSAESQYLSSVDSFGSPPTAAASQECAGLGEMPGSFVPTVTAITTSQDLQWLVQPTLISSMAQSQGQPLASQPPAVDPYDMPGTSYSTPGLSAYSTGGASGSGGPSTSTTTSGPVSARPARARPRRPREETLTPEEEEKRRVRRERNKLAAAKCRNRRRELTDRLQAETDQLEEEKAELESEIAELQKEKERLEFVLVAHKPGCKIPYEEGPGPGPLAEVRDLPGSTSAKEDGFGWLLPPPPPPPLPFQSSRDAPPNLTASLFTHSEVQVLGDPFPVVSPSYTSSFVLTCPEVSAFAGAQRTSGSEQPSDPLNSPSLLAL
Wnt bcat act = activates Wnt/beta-catenin signaling in a reporter cell assay. activator, plate reader. activation, % at 9.35 µM. AID 743398. actives 1.2% (n = 300,000); in the data active = activation above about 30%, passing the limit was not always enough; inconclusive = no clear call, values can overlap the other calls;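 also: 0% = neutral control wells and 100% = positive control wells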
CDK5 inh = CDK5/p35 (human) kinase inhibition | Recombinant CDK5/p35, ADP-Glo luminescence, 60 min | inhibition, % at 10 µM | actives 0.01% (n = 330,000) | AID 488839;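 active = highest replicate inhibition of at least 50% and at least 75% of replicates reaching 50%; inconclusive = only one of the two criteria met; inactive = both criteria failed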;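 also: plate controls were DMSO neutral control for no effect and GW8510 at 10 µM for full effect; many of its hits are not listed in these tables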
V-ATPase pHluor = alters yeast V-ATPase proton transport | response, % at 10 µM | actives 0.37% (n = 350,000) | AID 504577 | S. cerevisiae, pHLuorin cytosolic pH fluorescence; in the data active = response mostly above about 7.3%, no sharp cut-off; inactive = mostly below about 5.4%; also: actives read high; inactives centre near 0; some compounds called inactive have numbers as strong as hits
* hit, by the source's call; ? = inconclusive; . = no result given.

SMILES	Tat export inh	RTF Ca sens act	MITF act	Rtt109 HAT inh	CAL PDZ FP-1	CAL PDZ FP-2	dFosB activator	Wnt bcat act	CDK5 inh	V-ATPase pHluor
Cc1ccc(C2=CC(c3ccccc3)n3ncnc3N2)c(C)c1 (stereo unspecified)	6	1	8	-9	-0.2	-1	3	1	-0.4	0
Cc1ccc(C)c(NC(=O)CSc2nc(C)cc(C)c2C#N)c1	0	2	-7	-4	-0.5	0	7	.	0.0	-2
CCN(C[C@H]1N[C@@](Cc2ccccc2)(C(=O)OC)[C@H]2C(=O)N(C)C(=O)[C@@H]12)C(=O)Nc1ccc(F)cc1	-2	6	8	-1	-0.1	-2	-2	1	-2.2	-1
CCn1c(CCc2ccccc2)nc2ccccc21	1	-2	.	0	-0.6	-1	6	7	1.8	-4
COc1ccc(N(C)S(=O)(=O)c2ccc3c(c2)oc(=O)n3C)cc1	-18	-1	.	27	-2.9	-3	-4	.	-0.4	0
Cc1onc(-c2c(Cl)cccc2Cl)c1C(=O)c1c[nH]c(C(=O)NCCCN2CCOCC2)c1	-5	-1	.	9	-0.5	-3	-5	-6	0.2	-4
COc1ccc(-c2nnc(NC(=O)CSc3ccccc3)s2)cc1OC	-2	1	-7	11	-1.8	-3	-3	0	-0.3	-5
O=C(O)c1ccc(Cl)c(S(=O)(=O)NCC2CCCO2)c1 (stereo unspecified)	5	-3	.	-17	-0.8	0	8	-5	-1.6	0
OC(COc1ccccc1)CN1CCN(c2ncccn2)CC1 (stereo unspecified)	-2	-2	.	-2	-3.2	-1	4	.	-0.5	-2
COCCCC1CCN(C(=O)c2cc(COc3cc(C)ccc3C)on2)CC1	13	-1	?	-10	-2.2	-2	-5	29	.	-2
CC(C)(C)C(=O)Oc1ccc2cc(-c3ccc4ccccc4n3)c(=O)oc2c1	2	-2	-4	-9	-2.0	1	-1	6	0.9	-4
Cc1cc2oc(=O)cc(-c3ccccc3)c2c(C)c1-c1ccc(N(C)C)cc1	5	5	11	-4	0.1	-2	-10	-2	-2.8	-1
Cc1cc(C(=O)COc2ccc(Br)cc2F)c(C)n1C1CC1	4	3	48	11	-1.8	-6	2	35*	-0.3	1
COc1ccc(OCCCC(=O)ON=C(N)c2ccccc2Cl)cc1	3	-1	4	-3	-0.3	-4	-3	1	-2.1	0
CCN(CC)C(=O)CSc1nnc(CNc2ccc(F)cc2)n1Cc1ccco1	-3	3	-13	1	-1.9	2	-14	-8	-1.6	2
COc1ccccc1NC(=O)CSCC(N)=O	1	9	-3	8	-2.4	-3	-6	0	0.2	-2
COc1cc2oc(=O)ccc2cc1[C@H](O)[C@@H](O)C(C)(C)O	-2	-2	-2	-1	-0.1	3	4	1	-1.6	-4
Cc1cccc(OCCc2c(C)[nH]c(=S)[nH]c2=O)c1	-3	-3	0	-1	-1.3	-1	-1	-1	-0.9	0
O=C(Cn1nnc2ccccc2c1=O)NCc1ccc(Cl)cc1	1	2	4	13	-2.4	-4	-7	0	2.9	4
CCc1ccc(C(=O)Nc2cc3c(cc2Cl)OCCCO3)cc1	9	-2	109*	0	-0.8	0	2	.	-2.3	3
O=C(CSc1ncn[nH]1)c1ccc2c(c1)OCCO2	13	0	27	-2	-0.3	.	3	.	-2.2	-4
CC(C)CC[n+]1ccn(-c2nc3ccccc3nc2[N-]S(=O)(=O)c2ccccc2)c1	4	2	10	1	-0.6	-12	-7	.	-0.7	-1
Cc1[nH]n(C(N)=S)c(=O)c1N=Nc1ccc(Cl)cc1Cl	-4	-2	37	-5	-4.0	0	-5	17	1.0	-3
CCOc1ccc(/C=N/NC(=O)c2ccc(CSc3nc4ccccc4[nH]3)cc2)cc1	5	5	2	1	-4.9	0	-12	1	0.2	1
O=C(N/N=C/c1cccc(O)c1)c1ccc(COc2ccc3c(c2)CCC3)o1	-6	-1	26	-4	-2.0	-4	-9	.	-0.2	-4
CCOC(=O)N1CCN(C(=O)c2ccc(Cn3c(=S)[nH]c4cc(C(=O)OC)ccc4c3=O)cc2)CC1	-4	-3	-39	3	-1.9	.	4	6	0.8	1
O=C(O)c1ccccc1C(=O)Nc1cccc([N+](=O)[O-])c1	0	-4	13	9	0.1	-1	-3	2	1.2	5
Cc1cc(C)n(CCNS(=O)(=O)c2ccc(Cl)cc2)n1	3	-4	-3	15	-2.3	0	-3	-2	0.3	-2
c1nnnn1C12CC3CC(CC(C3)C1)C2	-14	8	-1	7	-0.6	-13	4	.	-1.1	2
CC(=O)c1ccc(N2CCN(c3ccc(S(=O)(=O)NCCN(C)C)cc3[N+](=O)[O-])CC2)cc1	0	-1	16	11	0.7	-7	-4	0	0.2	-2
COc1ccc(CNC(=O)CN(C(=O)CCC(=O)Nc2ccccn2)c2ccccc2OC)cc1	-13	1	-5	14	-1.0	-2	8	.	3.4	-5
CC1c2cc3c(cc2CCN1C(=O)c1cccc(F)c1)OCCCO3 (stereo unspecified)	6	-2	3	-4	-0.7	.	-8	-3	-0.5	4
Cc1ccc(C)c(C(=O)N(Cc2nc(-c3ccc(Cl)cc3)no2)C(C)C)c1	18	0	-7	8	-0.9	.	-2	-3	-2.7	-2
Cc1cc(C(=O)Nc2ccc(Br)cc2F)n(-c2ccccc2)n1	12	-4	22	4	-0.7	-1	-7	-1	1.0	5
COc1ccc(C(=O)N/N=C\c2ccc(OC)c(COc3ccccc3Br)c2)c(OC)c1	5	-1	2	-5	-3.6	-3	-4	3	-0.2	1
Cc1nc2sc(C(c3ccc(F)cc3)N3CCOCC3)c(O)n2n1 (stereo unspecified)	3	4	-6	-1	-0.1	-2	2	.	-0.9	-3
Cc1cc(N/N=C\c2ccccc2)nc(-c2ccccc2O)n1	13	-4	6	5	0.0	4	1	13	1.1	-2
CC(Sc1nnnn1-c1ccccc1)C(=O)Nc1ccc(Cl)cn1 (stereo unspecified)	2	1	8	-3	-1.4	-3	0	.	0.7	0
COCc1cc(N2CCN(c3ccccc3F)CC2)nc(-c2ccccc2)n1	4	2	1	-3	0.1	-2	-6	-1	1.0	4
O=S(=O)(c1ccc(Cl)cc1)N1CCN=C1SCc1cccc(Cl)c1	10	8	15	-1	-3.2	-2	-7	-1	-1.2	0
Cc1cc(OC(=O)c2ccc(Cl)cc2Cl)nc(C)n1	-14	1	.	13	2.1	-3	-1	.	0.8	3
CC(=O)Nc1ccc(NC(=O)CSc2nnc(-c3cc4ccccc4o3)n2C)cc1	-5	2	8	13	-1.4	.	2	-1	-0.8	-2
COc1ccc2[nH]c(C)c(C(=O)CN3CCOCC3)c2c1	-5	-5	-7	0	.	-6	2	-1	-1.4	-5
COc1cc(NC(=S)N2CCN(c3ccccn3)CC2)cc(OC)c1	17	4	-6	0	-0.8	-3	3	.	0.2	-2
O=C(CNC(=O)Cc1ccccc1)N=Nc1c(O)[nH]c2ccccc12	-3	-3	-11	3	-0.3	.	2	-2	0.7	-1
C/C(=N/NC(=O)CNC(=O)Cc1ccccc1)c1ccc(Cl)cc1	4	.	.	21	-1.4	.	-4	0	-0.7	-2
COc1ccc(C(=O)NNC(=S)NC(=O)c2ccc(Br)o2)cc1OC	3	-1	0	0	-1.1	1	-7	-2	-1.0	0
CSc1ccccc1C(=O)NC1CCCCCC1	2	-1	6	6	0.0	-2	4	-6	0.8	-4
O=C(NN=c1c(=O)c2ccccc2c1=O)c1ccccc1	-20	0	-17	0	1.2	-1	5	-4	-1.0	4
Oc1ccc(Cl)cc1CNc1ccccn1	4	2	19	19	-0.2	.	-2	3	0.5	-2

(listing goes on)
SMILES	Tat export inh	RTF Ca sens act	MITF act	Rtt109 HAT inh	CAL PDZ FP-1	CAL PDZ FP-2	dFosB activator	Wnt bcat act	CDK5 inh	V-ATPase pHluor
Cc1ccc(NC(=O)Cn2cc(S(=O)(=O)c3ccc(C)cc3)c(=O)c3cc(F)ccc32)cc1	-12	-2	-9	-3	-0.8	-3	13	-4	0.1	0
Cc1cc(C(=O)N/N=C2\CC(=O)CC(C)(C)C2)c(C)n1-c1ccccc1	-1	-2	-20	.	-1.4	-5	-7	-5	3.3	-1
Cc1c(/C=N/NC(=O)c2cc(Br)ccc2O)c(=O)n(C)c(=O)n1C	-5	-4	-9	-4	-1.2	-3	-3	1	-0.3	8
CCCSc1nc(-n2ncc(C#N)c2N)c2c3c(sc2n1)CCC(C)C3 (stereo unspecified)	-2	0	3	-1	-0.1	-1	5	-2	-0.4	-2
CN1[C@@H]2CC[C@H]1CC(OC(=O)c1c[nH]c3ccccc13)C2 (stereo partly specified)	0	3	2	4	-0.3	-3	1	11	-0.2	-1
O=C(Nc1ccc(Cl)c(Cl)c1)C1=Cc2ccccc2OC1	0	-3	75	-8	-1.2	-1	-12	3	-0.2	-2
COc1ccc2oc(C(=O)Nc3ccccn3)c(C)c2c1	-1	4	-8	1	-2.5	-2	-31	43*	3.2	2
CC1CCCCCCC1OC(=O)c1ccccc1C(=O)O (stereo unspecified)	-13	-3	2	1	-0.1	8	-1	-6	0.0	-4
CC(C)C(NC(=O)c1ccccc1NC(=O)C(C)(C)C)C(=O)N1CCOCC1 (stereo unspecified)	-1	4	3	7	0.8	-6	-4	-2	-0.2	-1
O=C(N/N=C/C(Br)=C\c1ccccc1)c1ccco1	-5	.	.	7	-1.3	.	-14	1	1.6	2
COc1ccc(CNC(=O)COC(=O)c2cc(C)nc3ccccc23)cc1	0	-7	-5	10	-1.0	.	-14	-4	-0.8	0
CC(C)C1C(=O)CC(c2ccccc2)NC1c1ccccc1 (stereo unspecified)	0	-1	.	-30	-0.2	-2	-3	-3	-1.4	1
CN(C(=O)c1cncc(Br)c1)C1C2CC3CC(C2)CC1C3 (stereo unspecified)	5	-3	19	59*	0.2	-4	-2	3	-0.1	0
CN1CCN(c2nc(-c3cccs3)cs2)CC1	-7	-4	34	14	-0.1	8	-8	5	0.5	-1
O=C(c1cccc(OC(F)F)c1)N1CCN(c2ncccn2)CC1	-5	4	-4	-6	-0.7	0	-5	.	-1.0	-1
O=C(Nc1ccc(N2CCOCC2)cc1)NC1CCCCC1	6	-6	37	34	-2.1	1	0	.	0.1	-1
COC(=O)c1ccc(NC(=O)CSc2nnc(C3CC3)n2C)cc1	3	-3	0	-4	-3.9	-2	-19	-1	-1.3	-4
O=C(NC1CCCCC1)C1c2ccccc2C(=O)N1Cc1ccco1 (stereo unspecified)	-9	0	-13	12	-1.2	.	-3	-1	-0.9	3

Exported with values under each structure: entries from further up.
The line under a structure holds: Tat export inh, RTF Ca sens act, MITF act, Rtt109 HAT inh, CAL PDZ FP-1, CAL PDZ FP-2, dFosB activator, Wnt bcat act, CDK5 inh, V-ATPase pHluor
- COc1ccc(CNC(=O)COC(=O)c2cc(C)nc3ccccc23)cc1
→ 0, -7, -5, 10, -1.0, ., -14, -4, -0.8, 0
- CC(C)C1C(=O)CC(c2ccccc2)NC1c1ccccc1 (stereo unspecified)
→ 0, -1, ., -30, -0.2, -2, -3, -3, -1.4, 1
